EPAC2 ag – qHTS for Agonist of cAMP-regulated guanine nucleotide exchange factor 4 (EPAC2): primary screen. Rap guanine nucleotide exchange factor 4 (Homo sapiens), Q8WZA2. EPAC2 activation, biochemical qHTS; response scale: 100% = 6.5 mM cAMP response. Potency, µM (doses to about 154 µM), without a hit: at the top dose activation, actives largely listed as activators. 360,000 tested, 0.079% active. AID 720711, 2013; note: potency is the fitted concentration of half-maximal effect; nearly all actives have a fitted effect of over 50% in size
Target sequence (Q8WZA2 whole entry, looked up): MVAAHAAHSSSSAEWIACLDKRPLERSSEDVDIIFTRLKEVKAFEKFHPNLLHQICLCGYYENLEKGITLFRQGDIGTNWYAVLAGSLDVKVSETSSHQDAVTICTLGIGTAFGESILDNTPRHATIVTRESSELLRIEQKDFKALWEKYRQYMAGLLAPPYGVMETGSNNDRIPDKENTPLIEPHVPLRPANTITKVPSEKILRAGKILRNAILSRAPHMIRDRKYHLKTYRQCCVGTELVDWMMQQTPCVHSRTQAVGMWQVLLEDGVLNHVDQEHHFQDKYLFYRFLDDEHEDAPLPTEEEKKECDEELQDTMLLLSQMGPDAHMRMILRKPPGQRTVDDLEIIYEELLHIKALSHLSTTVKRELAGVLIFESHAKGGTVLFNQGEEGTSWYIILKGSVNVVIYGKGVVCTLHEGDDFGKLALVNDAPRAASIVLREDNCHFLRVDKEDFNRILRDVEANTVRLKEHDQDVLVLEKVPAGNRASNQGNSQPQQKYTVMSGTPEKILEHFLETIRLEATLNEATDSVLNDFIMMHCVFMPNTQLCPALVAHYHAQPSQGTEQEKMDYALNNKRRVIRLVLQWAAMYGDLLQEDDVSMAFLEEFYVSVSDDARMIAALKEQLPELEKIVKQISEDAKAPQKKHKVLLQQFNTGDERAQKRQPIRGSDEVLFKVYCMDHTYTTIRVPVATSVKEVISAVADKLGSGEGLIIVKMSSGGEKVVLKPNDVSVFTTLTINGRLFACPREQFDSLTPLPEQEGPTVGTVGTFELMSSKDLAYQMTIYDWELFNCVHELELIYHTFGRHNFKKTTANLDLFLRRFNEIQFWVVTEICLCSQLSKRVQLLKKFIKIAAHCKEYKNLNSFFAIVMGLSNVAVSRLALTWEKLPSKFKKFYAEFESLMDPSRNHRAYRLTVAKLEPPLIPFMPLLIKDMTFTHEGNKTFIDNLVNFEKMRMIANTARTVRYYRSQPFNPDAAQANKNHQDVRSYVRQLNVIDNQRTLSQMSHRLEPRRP
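Guanine nucleotide exchange by EPAC2 is measured as reduced fluorescence of BODIPY-GDP once it is released from 250 nM Rap1B. Plates are read kinetically for 30 min at room temperature; results are scaled to 6.5 mM cAMP.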
WRN helicase inh – qHTS for Inhibitors of WRN Helicase; Bifunctional 3'-5' exonuclease/ATP-dependent helicase WRN (Homo sapiens), Q14191; WRN helicase unwinding, fluorescent forked duplex, kinetic; Potency, µM (doses to about 114 µM), for inactives: top-dose activity change, negative = inhibition, most hits filed as inhibitors; AID 651768, 2012; 360,000 tested, 0.46% active; note: potency is the fitted concentration of half-maximal effect; % is set by controls: 0 for no effect and ±100 for the full control effect; nearly all actives have a fitted effect of over 55% in size
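Fluorescence dequenching readout, ex 525 nm/em 598 nm, kinetic mode: forked duplex DNA (100 nM final) with adjacent fluorophore and quencher unwound by WRN (20 nM final) with 2 mM ATP. Compound preincubation 15 min, room temperature.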
PI5P4Ka inh – qHTS for Inhibitors of phosphatidylinositol 5-phosphate 4-kinase (PI5P4K); max response, %; 330,000 tested, 1.2% active; AID 652105, 2013; PI5P4Kalpha enzyme, ADP-Glo luminescence, 60 min; active compounds read low; active = max response of -50% or lower; inconclusive = between -30% and -50%; inactive = -30% or higher; note: value at the top dose of about 77 µM; % is set by controls: 0 for no effect and ±100 for the full control effect
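Enzyme plus substrate dispensed, test compounds pinned in, then ATP (5 microM final) added. After 60 min at RT, ADP-Glo reagent 1 for 45 min and reagent 2 for 30 min preceded luminescence imaging.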
PLK1 PBD inh – qHTS for Inhibitors of PLK1-PDB (polo-like kinase 1 - polo-box domain): Primary Screen. Plk1 PBD binding of FITC phosphopeptide, fluorescence polarization. Potency, µM, without a hit: max response, negative = inhibition, actives largely listed as inhibitors. 360,000 tested, 2.8% active. Serine/threonine-protein kinase PLK1 (Homo sapiens), P53350. AID 720504, 2013; note: potency is the fitted concentration of half-maximal effect; series mostly up to about 57 µM; % is set by controls: 0 for no effect and ±100 for the full control effect; nearly all actives have a fitted effect of over 65% in size
IL-2 act – qHTS of IL-2 Activators; 360,000 tested, 0.065% active; AID 652025, 2013; activation, % (series mostly up to about 46 µM); IL-2 activation reporter assay, cell-based qHTS; stimulated with anti-CD3/CD4/CD28 beads; in transgenic mouse T cells; in the data active = activation above about 50%; inconclusive = mostly about 30% to 49%; note: 0% is about no effect
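Screening format: compound pinned onto unstimulated transgenic mouse T cells, 60 min incubation, then anti-CD3/anti-CD4/anti-CD28 bead stimulation for 18 hours at 37 degrees C, followed by EGFP and DsRed detection.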
CCT chaperon mod – High-Throughput Screening for Modulators of Cytosolic Chaperonin Activity; 360,000 tested, 0.3% active; activity change, % (test concentration not listed), hits read low; AID 651819, 2012; purified chaperonin ATPase assay, HTRF ADP detection, 30 min; in the data active = activity change below about -30%; note: % is set by controls: 0 for no effect and ±100 for the full control effect
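TRiC at 40 or 20 nM final (batch-dependent) in 30 mM Tris pH 7.4, 100 mM KCl, 5 mM MgCl2, 1 mM DTT, with compound at single 76 uM and 10 uM ATP, 30 min at 37 deg C. ADP detected by HTRF Transcreener, 665/615 ratio.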
EPAC1 agonist – qHTS for Agonist of cAMP-regulated guanine nucleotide exchange factor 3 (EPAC1): primary screen; EPAC1 agonist qHTS, biochemical assay; response scale: 100% = response to 6.5 mM cAMP; Potency, µM (top dose mostly 154 µM), for the others: at the highest dose activation, hits mostly activators; 360,000 tested, 0.073% active; AID 720707, 2013; Rap guanine nucleotide exchange factor 3 (Homo sapiens), O95398; note: potency is the fitted concentration of half-maximal effect; nearly all actives have a fitted effect of over 60% in size
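Fluorescent GDP-exchange assay: 100 nM EPAC1 with 250 nM Rap1B preloaded with BODIPY-GDP and 50 uM GDP; compounds tested as concentration series, 5 min at room temperature, then read every 5 min for 30 min (ex 480/em 540 nm); normalized to 6.5 mM cAMP.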
EPAC1 antag – qHTS for Antagonist of cAMP-regulated guanine nucleotide exchange factor 3 (EPAC1): primary screen; EPAC1 GEF assay, Rap1b-BODIPY-GDP exchange fluorescence; Potency, µM (highest dose often 115 µM), without a hit: at the highest dose activity change, negative = inhibition, hits mostly inhibitors; 360,000 tested, 0.14% active;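 note: potency is the fitted concentration of half-maximal effect; plate controls were vehicle for no effect and positive control for full effect; nearly all actives have a fitted effect of over 50% in size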
* marks the source's active call; other numbers are inactive results; ? = inconclusive; / = not tested or not shown; & = joins results of further samples; [ ] = dose if it differs, or a comment. Unless noted, calls come from the whole dose curve; as a rule, active = well fitted curve in the direction sought with a large enough effect; inconclusive = small, poorly fitted or top-dose-only effect, or another doubt; inactive = no such curve, though single readings can be large; an effect the other way counts as inactive or inconclusive. Only part of the results is shown (hit frequency here may not be typical).

Below each compound: EPAC2 ag | WRN helicase inh | PI5P4Ka inh | PLK1 PBD inh | IL-2 act | CCT chaperon mod | EPAC1 agonist | EPAC1 antag
[1] COc1ccc(/C=C2\SC(=S)N(CCCC(=O)Nc3cccc(C(=O)O)c3)C2=O)cc1OC
    1% | -4% | -6 | 9% | 0.2 | -1.4 | -7% | 3%
[2] Cc1ccc(-c2cn(-c3ccccc3)c3[n+]2CCCS3)cc1
    14%&12% | 11%&0% | -4&1 | -1%&-16% | -0.2&-0.8 | 1.2&-1.1 | 0%&1% | 7%&-27%
[3] COc1cc(NC(=S)N2CCN(C(=O)C3CCCO3)CC2)c(OC)cc1Cl (stereo unspecified)
    3% | 16% | -2 | -6% | -1.2 | -1.9 | -4% | -18%
[4] Cc1ccc(C(=O)N/C(=C\c2cn(S(=O)(=O)N(C)C)c3ccccc23)C(=O)NCCCn2ccnc2)cc1
    2% | 0% | 18 | 30µM* | -2.8 | 1.1 | 3% | 7%
[5] CCN1CCCC1CN(Cc1cc2ccc(C)cc2[nH]c1=O)C(=S)Nc1ccccc1C(=O)OC (stereo unspecified)
    11% | 18%[57.1 µM] | -6 | -14% | 2.5 | -3.6 | -1% | -8%
[6] CCn1cc(C(=O)NCCCN2CC(C)CC(C)C2)c2cc(OC)c(OC)cc2c1=O (stereo unspecified)
    9% | 2% | / | -1% | -0.6 | -0.5 | 4% | 5%
[7] N#Cc1c(-c2ccc(Cl)cc2)c(-c2ccc(Cl)cc2)nn(CCOC(=O)CCC(=O)O)c1=O
    1% | 9% | -15 | -10% | -3.9 | -2.4 | -14% | -1%
[8] COc1ccccc1N(CC(=O)NC(C)C)S(=O)(=O)c1cccs1
    -1% | -15% | -1 | -2% | -0.3 | -0.7 | -11% | 6%
[9] CC(=O)C1=C(c2ccccc2)NC(=O)NC1c1ccccc1OCC(=O)NCc1ccccc1 (stereo unspecified)
    18% | -3% | / | 3%&-12% | -1.5 | -8.2 | 9% | -8%
[10] COc1ccc(-c2csc3ncnc(N4CCN(S(=O)(=O)c5ccccc5C#N)CC4)c23)cc1
    0% | -33% | -15 | 6% | -1.7 | -1.5 | 11% | -13%
[11] CC(C)CC(=O)Nc1ccccc1N1CCN(C(=O)c2ccccc2)CC1
    1% | 6% | 0 | -27% | -2.3 | -0.5 | 7% | 12%
[12] O=C(N/N=C\c1ccc(F)cc1)c1ccc(F)cc1
    5% | 8% | -2 | 0% | 13 | -0.8 | 1% | 5%
[13] COc1ccccc1N1CCN(C2CCCN(Cc3cc(F)cc(F)c3)C2)CC1 (stereo unspecified)
    10% | 4% | 0 | -10% | -0.3 | 0.0 | 18% | -17%
[14] CN(Cc1ccccc1)C(=O)Cn1nnc(-c2ccccc2)c1COc1ccccc1
    3% | -10% | 8 | -9% | -0.5 | -2.3 | -5% | -22%
[15] O=C(Nc1cc(Cl)ccc1N1CCOCC1)C1CC1
    10% | -25% | -3 | 0% | 0.3 | 1.0 | -1% | -12%
[16] CCn1cc(C(=O)N2CCN(c3ccc(OC)cc3)CC2)c(=O)c2cc(S(=O)(=O)N3CCCCC3)ccc21
    7% | -2% | 0 | -4% | -0.8 | 0.0 | 3% | -7%
[17] c1ccc(N2CCN(c3ccccc3)C2c2cccs2)cc1
    9% | 11% | -15 | -5% | 2.9 | -0.5 | 7% | 2%
[18] COc1ccc(N(C(=O)c2ccc(C)cc2)S(=O)(=O)c2cccs2)cc1
    3% | -27% | 13 | 4% | 0.4 | -1.3 | 7% | 8%
[19] Cc1ccc(S(=O)(=O)NCC(=O)N2CCOCC2)cc1
    -1% | 2% | 4 | -1% | -1.9 | -1.5 | -9% | -3%
[20] CCOc1ccc(CN2C(=O)c3ccccc3C2=O)cc1C(=O)Nc1nnc(SCC)s1
    -7% | -3% | 3 | 1% | -0.9 | -0.7 | -15% | 2%
[21] CC(=O)OCCn1c([N+](=O)[O-])cnc1C=[N+]([O-])C1CCCCC1
    18% | 9% | 5 | -1% | -2.9 | 1.4 | 5% | 20%
[22] COc1ccc(/C=N/NC(=O)c2cc(Br)ccc2O)cc1Cn1cc(Cl)cn1
    4% | -33% | -19 | -17% | -2.4 | -3.0 | -4% | -1%
[23] COc1ccc(CC(=O)OCC(=O)Nc2cccc(C(C)=O)c2)cc1OC
    8% | -6% | -5 | 4% | 0.2 | 0.8 | 7% | -6%
[24] Cn1c(SCC(=O)NCc2ccco2)nc2ccccc2c1=O
    6% | 1% | 1 | 0% | 7.5 | -0.7 | 2% | 3%
[25] CC(NC(=O)CSc1nc2ccc(N)cc2s1)c1ccccc1 (stereo unspecified)
    9% | 4% | 5 | -19% | -3.9 | 0.0 | 6% | 7%
[26] CC1CCN(S(=O)C23CC4CC(CC(C4)C2)C3)CC1 (stereo unspecified)
    1% | 4% | 0 | -20% | -7.0 | -0.8 | -8% | 3%
[27] O=C1CCCCN1CCCC(=O)N1CCCC(Nc2ccccc2)C1 (stereo unspecified)
    7% | -13% | 5 | 4% | -2.9 | -1.6 | -2% | 3%
[28] CNc1cncc(-c2ccc(OC)cc2OC)n1
    6% | 3% | -1 | -7% | 0.7 | 0.0 | 11% | -6%
[29] CCOC(=O)C1=NN(C(=O)COc2ccccc2)C(O)(c2ccc(Cl)cc2)C1 (stereo unspecified)
    -7% | -8% | -8 | -7% | 0.1 | 0.2 | -2% | -15%
[30] Cc1ccc(C)c(S(=O)(=O)N2CCN(Cc3ccc(O)c4ncccc34)CC2)c1
    12% | 6% | -3 | -4% | -0.8 | -0.1 | 7% | 10%
[31] CCCCCCSc1nnc(-c2cnn(-c3ccccc3)c2-n2cccc2)n1C
    9% | 13% | 0 | -6% | -2.5 | -1.8 | 14% | ?
[32] Cc1ccc(C(=O)CCS(=O)(=O)c2ccc(Br)cc2)cc1
    -1% | -1% | -1 | ? | -4.5 | 0.9 | 15% | -14%
[33] CCC1(C)Cc2ccccc2-c2nc3n(c(=O)c21)CC(C(=O)O)S3 (stereo unspecified)
    -9% | -3% | -4 | 3% | 1.8 | -0.3 | -1% | 11%
[34] CC(C)OCCCNC(=O)c1cc2c(=O)n(C)c3ccccc3c2n1C
    3% | 1% | 0 | 5% | -2.9 | -1.9 | 3% | 6%
[35] O=c1[nH]c(CN2CCOCC2)nc2cc(Cl)ccc12
    6% | -8% | 3 | -11% | 0.3 | 0.7 | 12% | -1%
[36] O=C(Nc1cccc(C(F)(F)F)c1)c1cc(-c2ccc(F)cc2)on1
    -4% | -9% | 5 | 3% | -1.4 | 0.6 | 12% | 0%
[37] O=C(NCc1ccccc1)c1ccc(NC2=NC3CS(=O)(=O)CC3S2)cc1 (stereo unspecified)
    -1% | 2% | -6 | -7% | -0.2 | 1.2 | -1% | -6%
[38] COc1ccccc1NS(=O)(=O)c1cccc(NC(=O)C2CC2)c1
    18% | 2% | 1 | -10% | 1.1 | -2.2 | 3% | -8%
[39] O=C(CCC1CCCCC1)NCCN1C2=NC[C@H](Cc3ccccc3)N2C[C@H]1Cc1ccc(O)cc1
    10% | 6% | -1 | -15% | 0.3 | -2.2 | -21% | -9%
[40] COc1ccccc1NC(=O)c1ccc(-c2nn(C)c(=O)c3ccccc23)cc1
    -1% | 0% | 7 | -3% | -2.0 | 1.3 | 3% | 5%
[41] NS(=O)(=O)c1cccc(NC(=O)COC(=O)Cn2cc(C(F)(F)F)ccc2=O)c1
    0% | 5% | 3 | -2% | -0.7 | -1.6 | -10% | 0%
[42] CCN(C(=S)NCCOC)c1cccc2ccccc12
    6% | 4% | 1 | -1% | 1.2 | -4.3 | 1% | -7%
[43] O=C1/C(=C/c2cccs2)SC(=S)N1N1CCOCC1
    6% | 6% | -1 | -16% | -0.6 | -0.7 | 8% | 5%
[44] CN(C(=O)Cn1nc(C(=O)O)c2ccccc2c1=O)c1ccccc1
    10% | -4% | -19 | -20% | 0.3 | 0.5 | 5% | -8%
[45] C#CCOCCOCCOCCNc1nc(N2CCN(C(=O)[C@H](CCCCN)n3cc(CN)nn3)CC2)nc(N2CCN(C(=O)[C@H](CCC(=O)O)n3cc([C@@H](N)CCSC)nn3)CC2)n1
    0% | -8% | 1 | -6% | 0.5 | 0.3 | 15% | -22%
[46] CCCCn1c(N)c(N(Cc2ccccc2)C(=O)COc2ccccc2F)c(=O)[nH]c1=O
    -2% | -6% | 0 | -8% | -1.8 | 0.9 | 2% | -22%
[47] Cc1ccc(NS(=O)(=O)c2cc(C(=O)NCc3ccccn3)ccc2Cl)cc1C
    -3% | -4% | / | -4% | 1.1 | 1.4 | 3% | 4%
[48] COc1ccc(S(=O)(=O)N2CCOC2CNC(=O)C(=O)NCCc2ccccc2)cc1OC (stereo unspecified)
    1% | -3% | -3 | -3% | -2.6 | -0.4 | -9% | -5%
[49] CN(CC(=O)Nc1ccc(F)cc1)CC(=O)N1CCCCCC1
    0% | 7% | 7 | 4% | 0.2 | 1.4 | 0% | 3%
[50] COc1ccc(CCC(C)N(C)Cc2ccccc2)cc1 (stereo unspecified)
    3% | 9% | 0 | -14% | 0.8 | -2.2 | 0% | -1%
[51] O=C(O)C1C=CCC(C(=O)O)C1 (stereo unspecified)
    -3% | -10% | 0 | -8% | -1.9 | -0.4 | 7% | 2%

Ordered by formula weight (descending): three of the compounds above
Below each compound: EPAC2 ag | WRN helicase inh | PI5P4Ka inh | PLK1 PBD inh | IL-2 act | CCT chaperon mod | EPAC1 agonist | EPAC1 antag
[9] CC(=O)C1=C(c2ccccc2)NC(=O)NC1c1ccccc1OCC(=O)NCc1ccccc1 (stereo unspecified)
    18% | -3% | / | 3%&-12% | -1.5 | -8.2 | 9% | -8%
[33] CCC1(C)Cc2ccccc2-c2nc3n(c(=O)c21)CC(C(=O)O)S3 (stereo unspecified)
    -9% | -3% | -4 | 3% | 1.8 | -0.3 | -1% | 11%
[17] c1ccc(N2CCN(c3ccccc3)C2c2cccs2)cc1
    9% | 11% | -15 | -5% | 2.9 | -0.5 | 7% | 2%

Screening results: PubChem, National Center for Advancing Translational Sciences (NCATS)
